Tb MetRS inh: Trypanosoma brucei MetRS inhibition; purified T. brucei MetRS, ATP depletion, Kinase-Glo luminescence; inhibition, % at 11.9 µM; 360,000 compounds, 0.4% hits; AID 624268;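 active = inhibition above a per-plate cutoff of the control wells' mean inhibition plus 3 SD, cut at about 5.5% in these data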;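 note: 0% = DMSO wells median and 100% = median of wells with control inhibitor compound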
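Material: parasite MetRS enzyme / Replication: singlicate, one well per compound / Signal: luminescence of leftover ATP / Schedule: 2 h aminoacylation at 25 °C after 15 min preincubation / Medium: HEPES-MgCl2-KCl buffer plus DTT, spermine, BSA, pyrophosphatase / Doses: 11.9 µM single point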
LMPTP inh: blocks human LMPTP phosphatase; P24666; recombinant LMPTP-A, OMFP fluorogenic substrate, fluorescence intensity; inhibition, % at 20 µM; 360,000 compounds, 0.22% hits;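 active = compounds that cut the enzyme signal by at least half of the control window in the single-dose screen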;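 note: plate controls were DMSO wells with enzyme plus substrate for no effect and substrate without enzyme for full effect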
Target sequence (P24666 whole entry, looked up): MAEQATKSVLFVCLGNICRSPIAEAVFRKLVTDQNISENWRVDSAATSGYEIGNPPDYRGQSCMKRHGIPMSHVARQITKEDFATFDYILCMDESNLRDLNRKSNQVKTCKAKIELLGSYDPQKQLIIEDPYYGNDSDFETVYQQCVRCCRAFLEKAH
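Test system: LMPTP-A phosphatase enzyme; input: 0.625 nM LMPTP-A final; reagent: OMFP substrate, 400 µM final; compound dosing: 20 µM single dose, 3% DMSO; incubation: 50 min dark incubation at room temperature; measured by: endpoint fluorescence intensity from OMFP dephosphorylation; measure: % inhibition relative to no-enzyme and uninhibited control wells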
NadD inh: blocks S. aureus nicotinate mononucleotide adenylyltransferase | purified NadD enzyme, colorimetric absorbance read-out | inhibition, % at 20 µM | 360,000 compounds, 0.78% hits | AID 602399; in the data active = inhibition above about 26%; note: some compounds past the cut are filed as inactive
SUMO1-SIM PPI: alters human SUMO1 binding to SIM partners; P63165; SUMO1 binding to a labelled peptide, TR-FRET, 1 h; inhibition, % at 20 µM; 360,000 compounds, 0.33% hits; AID 602429; in the data active = inhibition above about 37%
Target sequence (P63165 whole entry, looked up): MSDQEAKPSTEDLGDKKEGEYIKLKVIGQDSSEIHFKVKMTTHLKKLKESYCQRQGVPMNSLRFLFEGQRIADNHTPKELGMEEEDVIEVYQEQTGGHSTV
Rpn11 inh: Rpn11 (human) deubiquitinase inhibition; human 26S proteasome, Ub4-pepOG fluorescence polarization; 20S core pre-blocked with epoxomicin; calls only at 20 µM; 360,000 compounds, 0.59% hits;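 active = inhibition at 20 µM, scaled to each plate's controls, above about 33%, limit read from the data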
Scp1 inh: Scp-1 (human) phosphatase inhibition | inhibition, % at 20 µM | Recombinant Scp1, phosphopeptide, malachite green phosphate absorbance | 340,000 compounds, 0.88% hits;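 active = inhibition above about 50% at 20 µM, limit read from the data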;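 note: plate controls were DMSO wells with enzyme for no effect and wells lacking enzyme for full effect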
Target sequence (Q9GZU7 76-261 limits assumed): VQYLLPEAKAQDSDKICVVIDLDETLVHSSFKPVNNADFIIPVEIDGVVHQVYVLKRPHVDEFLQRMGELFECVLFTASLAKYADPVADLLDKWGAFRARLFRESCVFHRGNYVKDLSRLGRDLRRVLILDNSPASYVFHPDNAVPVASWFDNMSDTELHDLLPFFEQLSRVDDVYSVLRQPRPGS
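Times: enzyme reaction 45 min at room temperature, colour 5 min, stabilisation 30 min. Material: SCP-1 catalytic fragment, aa 76-261. Medium: Acidic Tris acetate buffer with magnesium and detergent. Signal: colorimetric free-phosphate detection, absorbance 630 nm. Read-out basis: % inhibition of SCP-1 phosphate liberation. Reagent: Phosphorylated 17-residue peptide substrate.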
DNMT1 block: inhibitors of human DNMT1; P26358; DNMT1 molecular beacon, Hinp1I cleavage, fluorescence; inhibition (reported as % activation of signal), % at 10 µM; 360,000 compounds, 0.83% hits; in the data active = inhibition above about 50%
STEP inh: STEP (human) phosphatase inhibition. P54829. recombinant STEP, OMFP fluorogenic substrate, fluorescence. inhibition, % at 20 µM. 360,000 compounds, 0.25% hits. AID 588621;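 active = inhibition at 20 µM, scaled per plate between control wells, above about 37%, limit read from the data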;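 note: 0% = DMSO with enzyme and substrate and 100% = substrate only without enzyme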
Target sequence (P54829 whole entry, looked up): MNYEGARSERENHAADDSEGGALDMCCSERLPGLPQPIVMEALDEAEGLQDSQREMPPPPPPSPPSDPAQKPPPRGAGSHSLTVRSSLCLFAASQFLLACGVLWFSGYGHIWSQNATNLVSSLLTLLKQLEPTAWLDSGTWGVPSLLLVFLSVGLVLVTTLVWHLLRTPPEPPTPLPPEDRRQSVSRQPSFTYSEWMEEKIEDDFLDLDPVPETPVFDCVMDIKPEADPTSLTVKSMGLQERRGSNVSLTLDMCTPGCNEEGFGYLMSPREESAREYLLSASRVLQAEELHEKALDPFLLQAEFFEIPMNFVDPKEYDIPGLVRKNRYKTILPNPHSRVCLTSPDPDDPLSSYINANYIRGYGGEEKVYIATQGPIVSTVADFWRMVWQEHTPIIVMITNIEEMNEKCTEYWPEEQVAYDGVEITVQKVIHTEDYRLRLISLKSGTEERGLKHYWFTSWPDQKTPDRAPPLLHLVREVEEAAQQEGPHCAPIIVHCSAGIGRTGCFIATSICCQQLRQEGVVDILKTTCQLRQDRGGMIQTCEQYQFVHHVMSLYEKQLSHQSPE
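System: STEP phosphatase, cell-free reaction; Buffer or medium: Bis-Tris pH 6.0 buffer with DTT, detergent; Incubation: 20 min at room temperature, dark; Measured by: fluorescence, 480/540 nm.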
CSN deneddyl inh: inhibitors of human CSN-mediated cullin deneddylation. Q92905. Purified CSN, SCF-Nedd8-OG deneddylation, fluorescence polarization. inhibition, % at 12.5 µM. 360,000 compounds, 0.38% hits. AID 651999;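 active = pattern-corrected inhibition above about 35%, with an unprinted fluorescence ratio check between 0.5 and 1.5, limit read from the data, passing the limit was not always enough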;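 note: 0% = enzyme with substrate and 100% = substrate without enzyme; some results filed as inactive read as strong as hits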
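Assay system: purified human Csn5 enzyme expressed in HEK293T cells; measure: % inhibition; also added: SCFSkp2-Nedd8OG substrate at 10 nM final; technique: fluorescence polarization; times: reaction 90 min, room temperature; medium: Tris buffer pH 7.5, NaCl, DTT, Tween-20, trehalose, ovalbumin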
MsrA inh: inhibitors of bovine MsrA | inhibition, % at 15.5 µM | AID 651718 | 360,000 compounds, 0.75% hits | purified bovine MsrA, absorbance read-out; in the data active = inhibition above about 4.5%;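 note: 0% = vehicle wells with enzyme and 100% = reference inhibitor wells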
Active calls of the source: *; i = inactive; . = no result given.

SMILES | Tb MetRS inh | LMPTP inh | NadD inh | SUMO1-SIM PPI | Rpn11 inh | Scp1 inh | DNMT1 block | STEP inh | CSN deneddyl inh | MsrA inh
Cc1cc(=O)oc2cc(OCC(=O)N/N=C/c3ccccc3[N+](=O)[O-])ccc12 | 0.0 | 8.6 | 6.5 | -3.2 | i | 13.6 | 1.1 | 10.4 | 7.4 | 1.1
Cc1cc(OCc2cc(C(=O)NC3CCC3)no2)cc(C)c1Cl | -0.4 | 1.3 | -7.5 | 1.3 | i | 4.8 | 5.7 | -0.7 | 1.5 | .
O=C(c1cc2nc(-c3ccco3)cc(C(F)(F)F)n2n1)N1CCc2ccccc2C1 | 0.1 | 0.7 | -1.3 | -15.0 | i | 7.2 | -11.1 | 7.2 | 2.0 | -0.2
CCC(Sc1nc2ccccc2s1)C(=O)Nc1nnc(C)s1 (configuration not stated) | 0.8 | 0.6 | 0.8 | 2.0 | i | -8.0 | 3.0 | -3.1 | 3.4 | -0.6
C/C(=N/O)c1cccc(N2Cc3ccccc3C2)c1 | -0.8 | -0.7 | 16.2 | 3.0 | i | -2.5 | -21.9 | 1.6 | -0.1 | -0.6
CCOC(=O)c1ccc(NC(=O)Cn2nnc3ccccc32)cc1 | -0.6 | -0.3 | -0.8 | 6.3 | i | -4.6 | 4.5 | -2.5 | -4.7 | 0.1
Cc1ccc(S(=O)(=O)Nc2ccccc2N=Cc2c(F)c(F)c(F)c(F)c2F)cc1 | 0.1 | 0.2 | 2.4 | -2.6 | i | -0.3 | 9.5 | -1.0 | -2.5 | 1.7
COc1ccc(-c2cc(C)no2)cc1S(=O)(=O)N1CC(=O)Nc2ccccc21 | -0.8 | -0.7 | -7.2 | 0.6 | i | 8.0 | 5.6 | 3.1 | 5.3 | 0.9
O=S(=O)(Nc1ccccc1)c1cccc2nonc12 | -0.8 | -0.9 | -5.8 | -28.3 | i | -2.0 | 0.3 | 0.0 | -0.5 | 1.2
Cc1ccccc1NC(=O)CN1CCOCC1 | -2.3 | -0.4 | -8.7 | 6.1 | i | -3.0 | -1.4 | -3.4 | -4.6 | 0.1
COc1ccc(C(NC(C)=O)c2c(O)ccc3ccccc23)cc1OC (configuration not stated) | -0.1 | -0.5 | 3.9 | -0.7 | i | -2.7 | -6.8 | -2.0 | -3.9 | 0.1
CN(C(=O)COC(=O)CCC(=O)c1ccccc1)c1c(N)n(Cc2ccccc2)c(=O)[nH]c1=O | -0.5 | 0.1 | 4.6 | -1.7 | i | 3.9 | -0.3 | -5.0 | -2.1 | -0.5
Cc1ccc(C(=O)COC(=O)c2cccc([N+](=O)[O-])c2)s1 | -0.5 | 1.1 | -10.3 | -21.7 | i | -14.2 | 0.1 | -2.1 | 0.0 | 1.1
O=C1C[C@@H]2c3c(cccc3CN1Cc1ccc(F)cc1)C[C@@H](O)[C@H]2O | -0.2 | -0.6 | -5.5 | 5.1 | i | -2.3 | 3.2 | 0.3 | -2.3 | -0.6
O=C(Cc1ccc(Br)cc1)Nc1ccc(S(=O)(=O)N2CCCC2)cc1 | -0.3 | 2.7 | -9.4 | 1.3 | i | . | -4.9 | 0.5 | 0.7 | 1.7
CCCCCOc1ccc(C(=O)NC(C(=O)O)C(C)C)cc1 (configuration not stated) | 0.7 | 0.8 | 0.8 | 0.3 | i | -7.2 | 15.8 | -0.1 | 2.2 | 0.1
COc1cccc(C(C)(O)c2nc(-c3ccccc3OC)cs2)c1 (configuration not stated) | -0.3 | 1.1 | -1.2 | -2.5 | i | . | -7.7 | -1.0 | 3.9 | 0.5
CC1CC(CC(=O)Nc2nc(-c3ccccc3)cs2)C(=O)O1 (configuration not stated) | -0.6 | -1.5 | -4.6 | 2.0 | i | -3.9 | 8.4 | 3.4 | 0.7 | 0.1
CC(C)Cc1c(O)nc(SCC(=O)N2CCCCCC2)[nH]c1=O | -0.2 | -0.8 | -2.2 | 8.0 | i | -8.1 | -2.9 | -2.4 | -3.4 | 2.1
COc1ccc(C2=NN(C(=O)CSc3nnc(C)n3C)C(c3ccco3)C2)cc1 (configuration not stated) | 0.0 | -1.6 | 2.6 | -4.7 | i | -5.7 | -1.6 | -3.8 | -2.8 | -0.3
COc1ccc(-c2[nH]ncc2Oc2ccccc2OC)c(O)c1 | 0.2 | 1.2 | -7.4 | 1.0 | i | -6.5 | -11.6 | -4.1 | -6.4 | -1.1
COc1ccc(-n2cnc3cc(NCc4ccco4)ccc32)cc1 | -0.2 | 2.7 | -1.2 | 2.0 | i | -4.3 | -7.0 | 3.7 | -1.7 | .
COc1ccc(/C(C)=N/NC(=O)c2ccccc2OCc2ccccc2)c(OC)c1 | -0.5 | 2.2 | 15.6 | -5.5 | i | 0.9 | -1.7 | -0.1 | -1.1 | 1.4
CCCCCCn1c(N2CCN(c3ccccc3)CC2)nc2c1c(=O)n(C)c(=O)n2C | 0.2 | 5.1 | 6.9 | 4.1 | i | -5.8 | -4.2 | 0.5 | -2.8 | 0.1
Cc1cccc(NC(=O)N2C3CCCC2CC(NC(=O)C2CC2)C3)c1 (configuration not stated) | 0.3 | 0.0 | 0.7 | -3.1 | i | 4.0 | -0.9 | -1.0 | 5.4 | 0.5
CCn1nc(C)c(NC(=O)c2cnn3c(C(F)F)cc(-c4ccccc4)nc23)c1C | -0.2 | 0.1 | 1.8 | -2.6 | i | 1.2 | -1.9 | -0.8 | 6.2 | 1.1
O=C(NCCOc1ccccc1F)c1ccc2c(=O)n3c(nc2c1)CCC3 | -0.2 | -9.5 | 6.9 | -3.3 | i | -7.2 | -1.9 | 0.2 | -1.8 | 0.1
Cc1cccc(C)c1OCc1cc(C(=O)NCC2CC2)no1 | -0.2 | -0.3 | 0.2 | 2.4 | i | -4.0 | 1.4 | 0.6 | 1.1 | -0.1
CCOc1ccccc1NC(=O)CN1CCC(C(=O)c2ccc(F)cc2)CC1 | -0.2 | 1.0 | 4.6 | 3.6 | i | -3.8 | 1.5 | -1.1 | 2.6 | -0.9
Cn1nnnc1SCC(=O)Nc1ccc(N2CCOCC2)cc1 | 0.0 | -1.0 | -1.8 | 0.5 | i | -8.9 | -1.9 | 0.3 | -1.9 | -0.7
Cc1ccc(S(=O)(=O)N2CCCC2CO)cc1 (configuration not stated) | -0.1 | -1.6 | 1.1 | -0.2 | i | -2.7 | 0.5 | 1.2 | -3.3 | 0.9
O=C(NN1C(=O)C2C3C=CC(O3)C2C1=O)c1cccc(Br)c1 (configuration not stated) | 0.9 | -0.2 | -5.2 | 2.4 | i | -5.0 | -2.1 | -0.9 | -12.8 | 0.5
CC(=O)N1CCc2cc(S(=O)(=O)Nc3cccc(C(F)(F)F)c3)ccc21 | -0.1 | 1.7 | 2.7 | 8.0 | i | -13.2 | 6.5 | -1.5 | -2.0 | 0.2
O=C(CN1c2cccc3cccc(c23)S1(=O)=O)NCc1ccc(F)cc1 | 0.1 | -1.2 | -1.7 | -18.8 | i | -1.1 | -10.4 | -1.4 | -2.5 | 0.5
Cc1ccc(SCCNC(=S)Nc2ccc(C)c(C)c2)cc1 | -0.6 | 4.3 | -1.5 | 2.7 | i | -7.3 | 2.3 | 10.8 | -1.7 | 1.3
CCCCN1C(=O)C2NN=C(C(=O)OC)C2C1=O (configuration not stated) | -0.1 | -2.3 | -4.7 | -3.3 | i | -4.0 | 2.0 | -1.9 | 0.1 | -0.8
CCOc1ccc(Cl)cc1C1=CC(=O)C[C@H](c2ccc(OC)cc2)C1 | -0.4 | 3.2 | -1.7 | 5.5 | i | -5.2 | -5.0 | 0.3 | -2.4 | 0.2
O=C(OCCOc1ccccc1)c1n[nH]c2ccccc12 | -0.3 | 1.6 | -5.3 | 0.6 | i | -10.4 | -0.2 | 3.7 | -3.4 | 0.8
O=C(Nc1nc2ccccc2n1CCN1CCCCC1)C1CCCCC1 | -1.3 | -0.7 | -5.8 | -2.2 | i | -7.6 | 3.0 | -2.7 | -8.9 | 2.9
O=C(Cn1ncc2c(=O)oc3ccccc3c21)N1CCC(N2CCCCC2)CC1 | 0.2 | 2.0 | 0.5 | 2.0 | i | -11.9 | 1.9 | -0.5 | 2.4 | 0.9

One compound at a time (already shown):
Entry for CCOc1ccccc1NC(=O)CN1CCC(C(=O)c2ccc(F)cc2)CC1 = Tb MetRS inh = -0.2; LMPTP inh = 1.0; NadD inh = 4.6; SUMO1-SIM PPI = 3.6; Rpn11 inh = i; Scp1 inh = -3.8; DNMT1 block = 1.5; STEP inh = -1.1; CSN deneddyl inh = 2.6; MsrA inh = -0.9
Entry for Cc1ccc(S(=O)(=O)N2CCCC2CO)cc1 (configuration not stated) = Tb MetRS inh = -0.1; LMPTP inh = -1.6; NadD inh = 1.1; SUMO1-SIM PPI = -0.2; Rpn11 inh = i; Scp1 inh = -2.7; DNMT1 block = 0.5; STEP inh = 1.2; CSN deneddyl inh = -3.3; MsrA inh = 0.9

Further records follow:
SMILES | Tb MetRS inh | LMPTP inh | NadD inh | SUMO1-SIM PPI | Rpn11 inh | Scp1 inh | DNMT1 block | STEP inh | CSN deneddyl inh | MsrA inh
COc1ccc(N2CC(C(=O)Nc3nccs3)CC2=O)cc1 (configuration not stated) | -0.3 | -0.5 | -2.9 | -5.0 | i | -6.9 | 0.8 | 0.6 | -1.6 | -0.2
Cc1cccc(N2CC(C(=O)NC3CCCCCC3)CC2=O)c1C (configuration not stated) | -0.2 | -0.9 | 0.1 | 4.5 | i | -5.2 | -1.9 | 4.5 | -0.7 | -0.2
COc1ccc(C(=O)NC(=S)Nc2nc(C)c(C(=O)N(C)C)s2)cc1 | -1.0 | -3.2 | -4.2 | -3.3 | i | -6.5 | 0.6 | -4.7 | 2.7 | 3.6
Cc1ccc(N2C(=O)C3CCCN3C2=S)cc1Cl (configuration not stated) | 0.8 | 1.3 | -1.4 | 5.0 | i | -10.1 | -3.2 | -2.0 | -0.8 | 0.3
CCOC(=O)c1[nH]c2ccc(Cl)cc2c1NC(=O)c1nonc1C | 0.0 | -0.1 | -2.8 | 1.0 | i | -2.2 | 2.1 | 0.6 | 0.0 | -0.8
NC(=O)COC(=O)c1c2c(nc3ccccc13)CCCC2 | -0.5 | -2.9 | -5.2 | -4.0 | i | -7.4 | 2.6 | 1.1 | -5.2 | 0.4
COC(=O)[C@@H]1C[C@H]2CC[C@H](O)C[C@H]2N1Cc1ccccc1OS(=O)(=O)c1ccc(C)cc1 | -0.2 | 0.2 | 3.9 | 1.3 | i | -7.7 | -13.9 | -1.4 | 7.8 | -0.1
CCN(CC)CCNC(=O)CN1C(=O)COc2ccc(S(=O)(=O)N3CCOCC3)cc21 | -1.4 | -0.4 | -2.7 | -2.0 | i | 10.6 | 7.0 | -1.7 | -2.3 | 0.7

Bioassay records from PubChem.
